Screens as filed in PubChem BioAssay.
AmpC inh detg = AmpC beta-lactamase inhibition with detergent present. P00811. AmpC hydrolysis of nitrocefin, absorbance 480 nm, 0.01% Triton. Potency, µM (doses to about 114 µM), inactives show top-dose activity change, negative = inhibition, usual class: inhibitors. 370,000 compounds, 0.041% hits. AID 485294;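 note: potency is the fitted concentration of half-maximal effect; 0% = no-compound wells and -100% = no-enzyme wells; nearly all actives have a fitted effect of over 25% in size; some results filed as inactive show a strong effect at the top dose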
Target sequence (P00811 whole entry, looked up): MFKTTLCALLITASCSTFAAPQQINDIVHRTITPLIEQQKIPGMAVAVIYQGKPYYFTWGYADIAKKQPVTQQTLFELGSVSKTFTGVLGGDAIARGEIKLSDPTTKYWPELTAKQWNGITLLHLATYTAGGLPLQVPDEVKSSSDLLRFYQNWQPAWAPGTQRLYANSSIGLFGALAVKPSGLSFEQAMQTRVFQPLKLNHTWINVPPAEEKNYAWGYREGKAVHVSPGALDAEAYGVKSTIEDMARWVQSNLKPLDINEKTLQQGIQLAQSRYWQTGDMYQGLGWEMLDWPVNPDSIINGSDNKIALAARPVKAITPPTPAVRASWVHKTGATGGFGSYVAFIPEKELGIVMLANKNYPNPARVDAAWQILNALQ
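20 mM phosphate pH 7.0 + 0.01% (detergent screen) or 0.0001% Triton X-100; 5.3 nM AmpC reagent; cpd preinc 15 min RT; nitrocefin (800 uM stock) to start; A480 q20 s × 4 min; Activity was normalised to no-enzyme and no-compound control wells.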
Tb PYK inh = inhibitors of Trypanosoma brucei pyruvate kinase; Q57TT1; 410,000 compounds, 0.12% hits; AID 624173; Potency, µM (titrated, usually from 76.8 µM), inactives show top-dose activity, negative = inhibition, actives largely listed as inhibitors; TbPYK enzyme, Kinase-Glo Plus ATP luminescence, 45 min; note: potency is the fitted concentration of half-maximal effect; nearly all actives have a fitted effect of over 50% in size
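Enzyme and substrate buffer are dispensed first and compound is pin-transferred. ADP at 130 uM final then starts the reaction, which runs 45 min at room temperature. Detection reagent is added for 10 min before luminescence is imaged.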
Sm TGR block = inhibitors of Schistosoma mansoni thioredoxin glutathione reductase; purified TGR, DTNB reduction, TNB absorbance 405 nm; 360,000 compounds, 3% hits; AID 485364; Q962Y6; Potency, µM (highest dose often 114 µM), without a hit: at the highest dose activity change, negative = inhibition, hits mostly inhibitors; note: potency is the fitted concentration of half-maximal effect; nearly all actives have a fitted effect of over 60% in size
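Kinetic colorimetric format: TGR-catalysed, NADPH-driven DTNB reduction monitored via TNB absorbance. Enzyme dispensed at 20 nM; compound exposure 15 min at room temperature before reaction start.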
HCMV antiviral = inhibitors of human cytomegalovirus; HFF cells, HCMV-luciferase reporter, 72 h; active compounds read low; activity change, negative = inhibition, % at 57.5 µM; 410,000 compounds, 4.5% hits; AID 1259415; in the data active = activity change below about -60%; inconclusive = no clear call, values can overlap the other calls; inactive = above about -39%
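After 16 h attachment at 37C, HFF cells received test compound and HCMV-luciferase (1 PFU/cell); reporter luminescence read 72 h later, data normalized against buffer-only and known inhibitor Salinomycin.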
AmpC no deterg = inhibitors of E. coli AmpC beta-lactamase without detergent; P00811; AmpC nitrocefin hydrolysis, absorbance 480 nm, 0.0001% Triton; Potency, µM (titrated, usually from 57.1 µM), for the others: at the highest dose activity change, negative = inhibition, usual class: inhibitors; 330,000 compounds, 0.52% hits; AID 485341;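 note: potency is the fitted concentration of half-maximal effect; plate controls were no compound for no effect and no enzyme for full effect; nearly all actives have a fitted effect of over 20% in size; some results filed as inactive show a strong effect at the top dose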
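AmpC (5.3 nM in the dispensed reagent) in 20 mM phosphate pH 7.0 with 0.01% (detergent screen) or 0.0001% Triton X-100 was preincubated with compounds for 15 min at room temperature. Nitrocefin was then added from an 800 uM solution, and hydrolysis was followed at 480 nm.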
LmPK inhibitor = inhibitors of Leishmania mexicana pyruvate kinase; Potency, µM (top dose mostly 57.5 µM), inactives show top-dose activity change, negative = inhibition, actives largely listed as inhibitors; Q27686; 290,000 compounds, 0.37% hits; purified LmPK, Kinase-Glo ATP luminescence, 1 h; note: potency is the fitted concentration of half-maximal effect
Target sequence (Q27686 whole entry, looked up): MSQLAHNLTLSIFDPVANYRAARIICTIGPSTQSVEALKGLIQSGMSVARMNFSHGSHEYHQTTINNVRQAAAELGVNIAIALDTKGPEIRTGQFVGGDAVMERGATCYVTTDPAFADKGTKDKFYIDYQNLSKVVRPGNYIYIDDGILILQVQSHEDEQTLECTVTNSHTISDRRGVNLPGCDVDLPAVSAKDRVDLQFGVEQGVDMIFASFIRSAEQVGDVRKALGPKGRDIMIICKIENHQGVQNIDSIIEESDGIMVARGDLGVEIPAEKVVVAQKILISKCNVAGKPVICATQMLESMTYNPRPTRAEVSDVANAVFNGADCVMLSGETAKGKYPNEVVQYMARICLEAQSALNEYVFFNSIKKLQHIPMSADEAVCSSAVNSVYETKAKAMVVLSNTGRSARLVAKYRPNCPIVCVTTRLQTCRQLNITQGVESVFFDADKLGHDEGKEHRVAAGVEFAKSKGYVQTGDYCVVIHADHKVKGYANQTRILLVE
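Purified LmPK (0.1 nM) converted ADP (0.1 mM) to ATP with PEP (0.5 mM) in imidazole buffer pH 7.2 with KCl and MgCl2, 1 h at room temperature. ATP was read by Kinase-Glo luminescence; data normalized to uninhibited and no-enzyme controls.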
AMA1-RON2 inh = disrupts binding of P. falciparum AMA1 to RON2; AlphaScreen AMA1-biotinylated RON2 peptide binding; Potency, µM (series often up to 58.2 µM), without a hit: at the highest dose activity change, negative = inhibition, most hits filed as inhibitors; 360,000 compounds, 0.2% hits; AID 720542;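 note: potency is the fitted concentration of half-maximal effect; 0% = vehicle wells and -100% = peptide control; nearly all actives have a fitted effect of over 45% in size; some results filed as inactive show a strong effect at the top dose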
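AMA1 (3D7) with his tag at 25 nM final met compounds first, then biotinylated RON2 peptide at 25 nM; detection used donor plus acceptor beads, 10 µg/mL apiece, read by AlphaScreen after 30 min at room temperature.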
Starred values were filed as active, the others as inactive; ? = inconclusive; / = no result given; [ ] = another dose, or the depositor's remark. Unless noted, calls come from the whole dose curve; as a rule, active = well fitted curve in the direction sought with a large enough effect; inconclusive = small, poorly fitted or top-dose-only effect, or another doubt; inactive = no such curve, though single readings can be large; an effect the other way counts as inactive or inconclusive. Unless noted, % is set by controls: 0 for no effect and ±100 for the full control effect.

Sample of the layout, 5 compounds:
SMILES | AmpC inh detg | Tb PYK inh | Sm TGR block | HCMV antiviral | AmpC no deterg | LmPK inhibitor | AMA1-RON2 inh
O=C(NCc1ccccc1)c1cc(S(=O)(=O)N2CCOCC2)ccc1F | 11% | -7% | 2% | -13 | -14% | 5% | 38%[activator]
CNc1snc(C)c1C(=O)OC(C)C(=O)Nc1ccccc1 (stereo not given) | ? | 0% | -5% | 50 | -19% | / | -3%
COCCSc1nnc(NC(=O)c2ccc(NC(C)=O)cc2)s1 | 6% | -2% | 68%[activator] | 10 | -18% | -5% | 13%
Cc1nc2c(sc3nc(N4CCOCC4)c4c(c32)CC(C)(C)OC4)c(-c2ccccc2)c1C(=O)O | 8% | 4% | 2% | -9 | 28% | -3% | -5%
COc1ccc(NC(=O)COC(=O)CCC2CCCC2)c(OC)c1 | / | -4% | / | ? | -5% | / | 1%

The whole of this part, repeating the preview:
SMILES | AmpC inh detg | Tb PYK inh | Sm TGR block | HCMV antiviral | AmpC no deterg | LmPK inhibitor | AMA1-RON2 inh
O=C(NCc1ccccc1)c1cc(S(=O)(=O)N2CCOCC2)ccc1F | 11% | -7% | 2% | -13 | -14% | 5% | 38%[activator]
CNc1snc(C)c1C(=O)OC(C)C(=O)Nc1ccccc1 (stereo not given) | ? | 0% | -5% | 50 | -19% | / | -3%
COCCSc1nnc(NC(=O)c2ccc(NC(C)=O)cc2)s1 | 6% | -2% | 68%[activator] | 10 | -18% | -5% | 13%
Cc1nc2c(sc3nc(N4CCOCC4)c4c(c32)CC(C)(C)OC4)c(-c2ccccc2)c1C(=O)O | 8% | 4% | 2% | -9 | 28% | -3% | -5%
COc1ccc(NC(=O)COC(=O)CCC2CCCC2)c(OC)c1 | / | -4% | / | ? | -5% | / | 1%
Cc1cc(OCc2cc(C(=O)N(C)C(C)c3ccccn3)no2)cc(C)c1Cl (stereo not given) | -12% | -3% | -14% | 51 | 118%[activator] | -3% | 41%[activator]
CCCNC(=O)Cn1nc(C(F)(F)F)c2c1CCCC2 | 1% | 4% | -10% | -34 | -21% | 0% | 5%
CC1CCCC(C)N1S(=O)(=O)c1ccc(NC(=O)CNCC2CCCO2)cc1 (stereo not given) | -14% | 2% | -22% | 11 | 53% | -2% | -3%
CC(=O)SCCC(=O)N1C(C)CCCC1C(=O)O (stereo not given) | -5% | -6% | 5% | 23 | -18% | 0% | 6%
Cc1c(F)cccc1NC(=O)c1ccc2c(c1)CCN2S(C)(=O)=O | 1% | 2% | -2% | 14 | -5% | 7% | -8%
CN(C(=O)COC(=O)c1cccc(F)c1)c1ccccc1 | -12% | 7% | 4% | -12 | 0% | 1% | -2%
Cc1ccc(Cl)cc1N1CCN(CC(=O)NC2CCCc3ccccc32)CC1 (stereo not given) | 4% | 2% | -4% | -15 | 117%[activator] | 3% | -11%[2.32 µM]
CC1=C(C)C(=O)N(C(C)CCc2ccccc2)C1=O (stereo not given) | 1% | 1% | 0% | -5 | -23% | 0% | 5%
CCc1ccc(NC(=O)CCC(=O)N2CCSc3ccccc32)cc1 | -9% | -1% | -2% | -17 | -5% | 0% | 10%
COc1cc(/C=C2\C[C@H]3[C@@H]4CC=C5C[C@@H](N6CCCC6)CC[C@]5(C)[C@H]4CC[C@]3(C)[C@H]2O)cc(OC)c1OC | / | -3% | / | 8 | / | / | -15%
CCc1ccc2nc(N(Cc3cccnc3)C(C)=O)sc2c1 | 4% | 7% | 0% | 105 | / | / | /
COc1cc(CNn2cn[nH]c2=S)ccc1OCC(=O)NC(C)(C)C | ? | ? | -2% | -7 | -12% | 1% | 12%
Cc1ccc(C(=O)N2c3ccccc3OCC2C)cc1 (stereo not given) | 1% | 4% | 2% | -13 | -9% | -6% | -9%
Cc1ccc(C(=O)Nc2ncccc2O)o1 | -4% | 4% | -18% | 26 | -7% | / | -10%
CCC(C)NC(=O)Cc1ccc(NC(=O)N2CCCCc3ccccc32)cc1 (stereo not given) | -1% | 0% | -1% | 14 | / | / | /
O=C(NCc1cccnc1)Nc1ccccc1 | -8% | 1% | 0% | -17 | -18% | -2% | 1%
Cc1cccn2c(=O)c(C=O)c(Nc3ccccc3)nc12 | 3% | 3% | 0% | / | -17% | -2% | 4%
COc1ccc(NC(=O)CCNS(=O)(=O)c2cccc3nsnc23)c(OC)c1 | -1% | 4% | 4% | -15 | -15% | 0% | -2%
O=C1c2cccc3cccc(c23)C(=O)N1c1ccncc1 | -5% | 3% | -4% | -30 | -11% | 9% | 22%
Cc1cccc(C=NOCCc2ccccc2)n1 | / | -5% | / | 14 | / | / | 24%
O=C(NCc1nnnn1-c1ccc(Cl)cc1)c1ccc2c(c1)OCO2 | / | -1% | / | 21 | / | / | 7%
O=C(NCC1CCCO1)c1onc(CSc2cccc3ccccc23)c1C(=O)O (stereo not given) | -4% | 3% | -24% | 57 | -21% | 6% | 9%
Cc1ccc(S(=O)(=O)c2ccc(Cl)cc2)cc1S(=O)(=O)N1CCOCC1 | -14% | 0% | 0% | -10 | 37% | 3% | -7%
CC(=O)c1sc(NC(=O)c2ccc(F)c(F)c2)nc1C | 2% | 0% | 5% | 26 | -17% | -11% | 3%
O=C(C[N+]1(CC#Cc2ccccc2)CCOCC1)c1ccccc1 | -10% | 0% | -30% | -18 | -15% | 0% | -1%
CN(C)c1ccc(N/C(=N\S(=O)(=O)c2cccs2)c2ccccc2)cc1 | -2% | 2% | 13% | -68* | -27% | 2% | ?
O=C(C[n+]1ccc(C(=O)c2ccccc2)cc1)Nc1ccc(C(F)(F)F)cc1 | 1% | 6% | 63%[activator] | -4 | 9% | 2% | -2%
O=C(N/N=C/c1ccccc1[N+](=O)[O-])c1ccc2c(c1)OCCO2 | 2% | -3% | -16% | -28 | -8% | -28% | 1%
Cc1ccc(-c2nc3scc(CCNC(=O)c4cccc(Br)c4)n3n2)cc1 | 0% | -5% | 5% | -18 | / | / | /
c1ccc(Nc2c(-c3c[nH]c4ccccc34)nc3ccccn23)cc1 | 10% | 2% | 8% | 101 | / | / | /
Cc1ncoc1C(=O)Nc1ccccc1-c1ccccc1 | ? | -6% | 1µM* | -20 | -7% | 2% | 3%
CC(=O)C1=C(O)C(=O)N(C)C1c1ccccc1[N+](=O)[O-] (stereo not given) | 4% | -22% | 0% | 17 | -28% | -1% | -4%
C/C(=N\NC(=O)c1ccc(Cl)cc1)c1ccccn1 | 3% | -5% | -25% | -101* | -5% | 0% | -87%
CC(=O)Nc1ccc(NC(=O)c2ccnn2C)cc1 | / | 2% | / | 11 | / | / | -2%
COc1ccccc1NC(=O)Cn1cc(S(=O)(=O)Cc2ccccc2)c2ccccc21 | 13% | -3%[15.4 µM] | 9% | 0 | / | / | /
Cc1cc2cc3c(cc2nc1SCC(=O)O)CCC3 | 1% | -12% | 11% | 5 | -10% | 1% | 16%
COc1ccccc1Cc1c(-c2ccc(C)cc2)nc2cc(C)c(Br)c(C)n12 | / | 3% | / | 81 | / | / | -11%
O=C(Nc1ccc2c(c1)OCO2)c1cccc2c1C(=O)N(Cc1cccnc1)C2 | 0% | 1% | 4% | 35 | 2% | -6% | ?
O=C(NCC1CCCCC1)c1cccnc1 | -18% | -1% | -5% | -32 | -14% | 2% | 1%
Nc1cc([N+](=O)[O-])ccc1OCc1ccccc1 | / | 1% | / | -7 | / | / | -11%
Cc1ccc(C2=Nc3ccccc3SC(c3cccc([N+](=O)[O-])c3)C2)cc1 (stereo not given) | -5% | -7% | 35% | 14 | -43% | 3% | -3%
O=C(Nc1ccccc1)c1ccncc1 | -1% | -5% | 0% | 21 | / | -4% | 3%
CSCCC1NC(=O)C(C(C)=Nc2ccccc2)=C1O (stereo not given) | / | 2% | / | ? | / | / | -13%
COc1ccc(CN2CCC(CNC(=O)NC3CCCCC3)CC2)cc1 | -14% | -4% | 17%[11.4 µM] | 55 | -11% | -2% | -5%
CCOc1cc(/C=N/Nc2ncnc(Cl)c2N)ccc1O | 2% | -16% | -26% | -38 | -21% | -12% | 34%[activator]
CC1(C)CC(=O)C=C(N2CCOCC2)C1 | 5% | -1% | -1% | -7 | -15% | -6% | 14%
O=C(C1=C[C@@H](c2csc3ccccc23)C[C@@H](OCc2ccc(CO)cc2)O1)N1CCN(Cc2ccc3c(c2)OCO3)CC1 | 7% | 0% | -8% | 2 | 43% | 0% | -17%
Cc1cccc(N(CC(=O)NCCSCc2ccccc2)S(C)(=O)=O)c1 | -5% | -1% | 5% | -13 | 49% | 3% | -1%
CC(=O)Nc1ccc(N2C(=O)CCC2=O)cc1C | -3% | 4% | -1% | 39 | -10% | 0% | 5%
Cc1cc2cc(CNC(=O)Nc3ccccc3)ccc2[nH]1 | -4% | -3% | -15% | 12 | 22µM* | -5%[11.5 µM] | -6%
Cc1c(C(C)(C)O)[nH]c2ccc(C#N)cc12 | -16% | 4% | -7% | -14 | 12% | -1% | 8%
Cc1ccc(Cl)cc1-n1ncc2c(NCCC3=CCCCC3)ncnc21 | -6% | 2% | 1% | -7 | / | / | /
Cc1ccc(C)c(OCC(=O)N(Cc2nnc(-c3ccccc3Cl)o2)C2CC2)c1 | -6% | -4% | 1% | -23 | 28% | / | 1%
CSc1ccccc1NC(=O)c1cc(-c2cccnc2)nc2ccc(Br)cc12 | 0% | -1% | 19% | -73* | -15% | -1% | -7%
CC1CCN(C(=O)CCc2nnc3ccc(NCc4ccco4)nn23)CC1 | 2% | -8% | ? | 77 | -2% | 4% | 3%

Following part.
SMILES | AmpC inh detg | Tb PYK inh | Sm TGR block | HCMV antiviral | AmpC no deterg | LmPK inhibitor | AMA1-RON2 inh
Cc1ccc(/C=N/NC(=O)CSc2nc3ccccc3n2Cc2ccc(Cl)cc2)o1 | -6% | -14% | -18% | -11 | -31% | 2% | 40%[activator]
O=C(COc1cc(F)ccc1[N+](=O)[O-])Nc1cc(S(=O)(=O)N2CCCC2)ccc1Cl | -14% | 1% | 1% | -26 | -42% | / | 10%
Cc1cc(C(=O)NCC(=O)OCC(=O)NCC2CCCO2)ccc1[N+](=O)[O-] (stereo not given) | 6% | 1% | 5% | -17 | -10% | / | 4%
CCCNC(=O)c1ccc2c(=O)c(O)c(-c3ccc(OC)cc3)[nH]c2c1 | -4% | -7% | 13% | / | -16% | -2% | 94%[activator]
